SMN2 splice enh: increases expression of the SMN2 splice variant; AID 1458; actives 2.8% (n = 210,000); Potency, µM (series often up to 46.1 µM), for the others: top-dose activity change, positive = activation, actives largely listed as activators; HEK293 SMN2-luciferase splicing reporter, luminescence, 30-36 h; also: % of control where 0% means no effect; nearly all actives have a fitted effect of over 55% in size
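HEK293 cells carry an SMN2 minigene-luciferase reporter in which exon 7 inclusion puts luciferase in frame. Cells were seeded at 2000 cells/well, attached for 10-12 hours, then exposed to compounds for 30-36 hours at 37C before ONE-Glo luminescence.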
KDM4E inh: inhibitors of human JMJD2E histone demethylase | B2RXH2 | JMJD2E catalytic domain, FDH-coupled NADH fluorescence (FDH is formaldehyde dehydrogenase) | Potency, µM (highest dose often 57.1 µM), inactives show at the top dose activity change, negative = inhibition, actives largely listed as inhibitors | actives 1.6% (n = 230,000); active = well fitted inhibition curve with a large enough effect, not every such curve was filed as active; inconclusive = small, poorly fitted or top-dose-only effect, or another doubt; inactive = no such curve, though single readings can be large or run the other way;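 also: 0% = wells with enzyme and -100% = buffer wells without enzyme; nearly all actives have a fitted effect of over 50% in size; many of its hits are not listed in these tables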
Target sequence (B2RXH2 1-337 limits assumed): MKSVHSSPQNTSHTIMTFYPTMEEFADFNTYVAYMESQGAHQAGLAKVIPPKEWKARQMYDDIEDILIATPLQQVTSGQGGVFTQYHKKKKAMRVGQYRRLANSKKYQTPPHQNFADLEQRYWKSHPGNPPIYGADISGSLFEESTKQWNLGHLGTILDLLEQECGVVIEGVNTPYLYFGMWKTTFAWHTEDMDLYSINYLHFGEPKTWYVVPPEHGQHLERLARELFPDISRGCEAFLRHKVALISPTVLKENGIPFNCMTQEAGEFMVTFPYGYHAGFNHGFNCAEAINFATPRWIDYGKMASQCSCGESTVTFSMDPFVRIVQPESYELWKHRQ
Tau fibril FP: inhibitors of human tau fibril formation. K18 P301L tau heparin fibrillization, Alexa594 FP, 6 h. Potency, µM (titrated, usually from 57.7 µM), without a hit: top-dose activity, negative = inhibition, most hits filed as inhibitors. actives 0.39% (n = 280,000). AID 1468; also: % is scaled to controls: 0 for no effect and ±100 for the full control effect; nearly all actives have a fitted effect of over 55% in size
Target sequence (P10636 561-689 P618L limits assumed): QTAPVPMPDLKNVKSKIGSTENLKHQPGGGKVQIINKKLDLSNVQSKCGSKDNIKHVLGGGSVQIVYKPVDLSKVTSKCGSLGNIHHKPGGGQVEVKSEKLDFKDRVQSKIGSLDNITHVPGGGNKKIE
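K18 P301L tau (15 uM unlabeled/0.24 uM Alexa 594-labeled, final) + compound + heparin 20 uM final; 100 mM NaOAc pH 7; 6 hr 37 C; ThT 30 uM final added, 1 hr RT; FP ex 555/em 632 nm.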
HTT cytoprotect: protects HTT-Q103 PC12 cells, measured by ATP; PC12 HTT-Q103 induced, cytoprotection, ATP luminescence, 40 h; Potency, µM (top dose mostly 56.4 µM), inactives show cytoprotection (ATP increase), actives largely listed as activators; actives 0.14% (n = 230,000); AID 1471;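 also: % of control where 0% means no effect; nearly all actives have a fitted effect of over 45% in size; toxic huntingtin expression switched on by the ecdysone agonist tebufenozide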
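Compounds added alongside 100 nM tebufenozide, which induces toxic Q103 huntingtin exon 1-GFP in stable PC12 cells; surviving cells quantified by luminescent ATP measurement. Medium: phenol red-free DMEM, 5% equine and 5% calf serum.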
HttQ103 aggreg: reduces HttQ103-GFP aggregates in PC12 cells; AID 1688; Potency, µM (doses to about 46.1 µM), inactives show at the highest dose activity change, negative = inhibition, actives largely listed as inhibitors; actives 1.1% (n = 220,000); PC12 HttQ103-GFP aggregates, Acumen cytometry, 40 h; also: % is scaled to controls: 0 for no effect and ±100 for the full control effect; nearly all actives have a fitted effect of over 60% in size
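Huntingtin Q103 exon 1–GFP aggregates in induced PC12 cells (100 nM tebufenozide) were quantified by cytometry from lysates, with compounds dosed in titration.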
Tau ThT inhib: inhibitors of human tau fibril formation, thioflavin T binding | P10636 | recombinant tau K18 P301L, heparin-induced fibrillization, ThT fluorescence | Potency, µM (titrated, usually from 57.4 µM), inactives show at the top dose activity, negative = inhibition, actives largely listed as inhibitors | actives 2.1% (n = 270,000) | AID 1460; also: % is scaled to controls: 0 for no effect and ±100 for the full control effect; nearly all actives have a fitted effect of over 55% in size
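ThT emission at 510 nm, taken 1 hr after adding 30 uM dye, quantifies aggregates formed when 20 uM heparin acts on human tau K18 P301L for 6 hr at 37 C.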
Tau fluor cs: counter-screen for tau fibril formation inhibitors; tau K18 P301L (four-repeat tau fragment) Alexa594 fluorescence, heparin fibrillization; Potency, µM (top dose mostly 57.7 µM), without a hit: top-dose activity change, negative = decrease; actives 0.93% (n = 280,000); also: % is scaled to controls: 0 for no effect and ±100 for the full control effect; nearly all actives have a fitted effect of over 55% in size
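Human K18 P301L tau (15 uM unlabeled plus 0.24 uM Alexa 594-labeled, final) in 100 mM sodium acetate pH 7 was mixed with compound and 20 uM heparin and incubated 6 hr at 37 C.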
ALDH1A1 block: blocks purified human ALDH1A1 activity; AID 1030; Purified ALDH1A1, NADH fluorescence, propionaldehyde substrate; Potency, µM (highest dose often 75.3 µM), for the others: at the top dose activity, negative = inhibition, most hits filed as inhibitors; actives 7.3% (n = 220,000); active = well fitted inhibition curve with a large enough effect, not every such curve was filed as active; inconclusive = small, poorly fitted or top-dose-only effect, or another doubt; inactive = no such curve, though single readings can be large or run the other way;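 also: plate controls were no enzyme wells and a reference inhibitor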
Target sequence (P00352 whole entry, looked up): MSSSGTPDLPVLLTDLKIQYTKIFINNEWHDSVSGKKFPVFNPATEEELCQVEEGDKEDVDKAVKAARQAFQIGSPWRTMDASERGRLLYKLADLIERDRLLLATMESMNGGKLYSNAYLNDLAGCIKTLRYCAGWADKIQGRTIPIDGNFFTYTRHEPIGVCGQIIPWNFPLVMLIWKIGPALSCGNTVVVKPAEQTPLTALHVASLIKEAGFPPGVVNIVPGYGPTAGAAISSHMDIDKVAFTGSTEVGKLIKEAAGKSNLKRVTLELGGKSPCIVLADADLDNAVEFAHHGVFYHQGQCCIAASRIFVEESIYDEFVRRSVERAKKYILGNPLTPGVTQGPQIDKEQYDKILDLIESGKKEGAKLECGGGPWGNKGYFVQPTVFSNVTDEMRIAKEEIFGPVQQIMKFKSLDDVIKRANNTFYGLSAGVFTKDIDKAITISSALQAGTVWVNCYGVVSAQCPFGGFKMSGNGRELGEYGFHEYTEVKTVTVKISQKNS
An asterisk follows results filed as active; ? = inconclusive; nt = no result given; [ ] = dose if it differs, or a comment. Unless noted, calls follow the shape of the dose curve; as a rule, active = well fitted curve in the direction sought with a large enough effect; inconclusive = small, poorly fitted or top-dose-only effect, or another doubt; inactive = no such curve, though single readings can be large; an effect the other way counts as inactive or inconclusive. Potency is read from the fitted curve at half-maximal effect. This is a subset; count on the stated rates, not on these rows.

Preview:
| SMILES | KDM4E inh | ALDH1A1 block | Tau ThT inhib | HTT cytoprotect | Tau fluor cs | Tau fibril FP | SMN2 splice enh | HttQ103 aggreg |
| --- | --- | --- | --- | --- | --- | --- | --- | --- |
| CC(=O)c1c(C)[nH]c(C(=O)OCC(=O)Nc2ccc(Cl)c(S(=O)(=O)N(C)C)c2)c1C | -5% | nt | -10% | 18%[10 µM] | ? | -16% | nt | 12%[9.22 µM] |
| OC1CCCN(Cc2c3ccccc3cc3ccccc23)C1 (stereo not given) | ? | ? | -6% | 0%[10 µM] | -12% | 0% | -36%[inhibitor] | -15% |
| COC(=O)CC1C(=O)NCCN1C(=O)CSc1nnnn1-c1ccc(Cl)cc1 (stereo not given) | -17% | 5% | -6% | -42%[inhibitor] | -7% | -4% | -10% | -2% |
| COc1ccc(OC)c(S(=O)(=O)Nc2cc(OC)c(Cl)cc2OC)c1 | -1% | ? | 0% | -16% | -17% | 1% | 12% | 5% |
| CCOC(=O)NC(=O)c1cn(Nc2ncc(C(F)(F)F)cc2Cl)c(=O)[nH]c1=O | 15% | 4% | -3% | 6%[10 µM] | -5% | 5% | nt | -4%[9.22 µM] |
| CCOc1ccc(-n2c(SCc3nc(-c4ccc(C)cc4)no3)nnc2-c2ccncc2)cc1 | -9% | -15% | ? | -37% | -21% | 9% | -10% | -30% |

This part in full, repeating the preview:
| SMILES | KDM4E inh | ALDH1A1 block | Tau ThT inhib | HTT cytoprotect | Tau fluor cs | Tau fibril FP | SMN2 splice enh | HttQ103 aggreg |
| --- | --- | --- | --- | --- | --- | --- | --- | --- |
| CC(=O)c1c(C)[nH]c(C(=O)OCC(=O)Nc2ccc(Cl)c(S(=O)(=O)N(C)C)c2)c1C | -5% | nt | -10% | 18%[10 µM] | ? | -16% | nt | 12%[9.22 µM] |
| OC1CCCN(Cc2c3ccccc3cc3ccccc23)C1 (stereo not given) | ? | ? | -6% | 0%[10 µM] | -12% | 0% | -36%[inhibitor] | -15% |
| COC(=O)CC1C(=O)NCCN1C(=O)CSc1nnnn1-c1ccc(Cl)cc1 (stereo not given) | -17% | 5% | -6% | -42%[inhibitor] | -7% | -4% | -10% | -2% |
| COc1ccc(OC)c(S(=O)(=O)Nc2cc(OC)c(Cl)cc2OC)c1 | -1% | ? | 0% | -16% | -17% | 1% | 12% | 5% |
| CCOC(=O)NC(=O)c1cn(Nc2ncc(C(F)(F)F)cc2Cl)c(=O)[nH]c1=O | 15% | 4% | -3% | 6%[10 µM] | -5% | 5% | nt | -4%[9.22 µM] |
| CCOc1ccc(-n2c(SCc3nc(-c4ccc(C)cc4)no3)nnc2-c2ccncc2)cc1 | -9% | -15% | ? | -37% | -21% | 9% | -10% | -30% |
| Cc1c(C(=O)NCCSCc2c(F)cccc2Cl)cnn1-c1ccc(Cl)cc1 | 1% | ? | -16% | -13%[10 µM] | -24% | 1% | nt | -6%[9.22 µM] |
| O=C(COC(=O)CNC(=O)c1ccccc1)Nc1ccc2c(c1)OCO2 | 2% | 2% | 4% | -13% | 1% | -1% | -3% | -4% |
| Cc1ccc(C(=O)O)cc1NC(=O)CSc1ncnc2sc3c(c12)CCC3 | 7% | 3% | 1% | -20%[10 µM] | 1% | 1% | nt | -9%[9.22 µM] |
| O=C(N/N=C/c1cccs1)c1cc(-c2ccc3ccccc3c2)n[nH]1 | ? | 12% | ? | 3%[10 µM] | ? | ? | -1% | ? |
| CN(C(=O)COC(=O)c1cc([N+](=O)[O-])ccc1N1CCCC1)C1CCS(=O)(=O)C1 (stereo not given) | -1% | ? | -10% | -14% | 0% | 9% | -3% | 9% |
| CC(C)(C)NC(=O)CSc1nc(-c2ccccc2)c(-c2ccccc2)[nH]1 | ? | -7% | -15% | -6% | ? | ? | ? | -21% |
| O=C(C1CC1)N1CCc2cc(S(=O)(=O)N3CCOCC3)ccc21 | 8% | 0% | -8% | 7% | -3% | -8% | -8% | -6% |
| CCCSc1nc(O)c(C(c2ccc(OC)c(O)c2)c2c(O)nc(SCCC)n(C)c2=O)c(=O)n1C | -14% | ? | 4µM* | nt | -16% | ? | 12% | 1% |
| CC1(C)CC(=O)c2cc(NC(=O)c3ccc(F)cc3)c(=O)oc2C1 | 8% | 7% | -4% | 17%[10 µM] | -2% | -4% | 0% | -9% |
| O=C1c2ccccc2C(=O)N1CCCCSc1nc2ccccc2o1 | -9% | ? | -11% | -4% | -21% | 1% | -5% | 13% |
| Cc1sc2ncn(CC(=O)N3CCN(c4cccc(Cl)c4)CC3)c(=O)c2c1S(=O)(=O)N1CCC(C)CC1 | nt | nt | -21% | nt | ? | -9% | -6% | nt |
| CC1CN(c2oc(COc3ccc(Cl)cc3Cl)nc2C#N)CC(C)O1 (stereo not given) | 7% | 5% | -1% | -5%[10 µM] | -7% | 11% | -42%[inhibitor] | -1% |
| CC(C)CCNC(=O)[C@H](CSCc1ccccc1)N1Cc2ccccc2C1=O | -9% | -9% | ? | nt | -14% | 2% | 13% | 0% |
| COc1ccc(CC(=O)NNc2ncnc3c2cnn3C)cc1OC | 12% | 10% | -13% | 10%[10 µM] | -6% | 1% | -16% | 12% |
| COc1ccc(OCC(=O)Nc2ccc(NC(=O)c3cccs3)c(OC)c2)cc1 | -134% | 4% | ? | 8%[10 µM] | ? | 6% | 17% | ? |
| CC1CCN(c2nc3ccc(C(=O)NC(C)C)cc3s2)CC1 | nt | nt | -8% | nt | -5% | -3% | 0.79µM* | nt |
| O=C(NC1CCCC1)C1CCCN1S(=O)(=O)c1cccc2cccnc12 (stereo not given) | 5% | 6% | -5% | -8% | -6% | 10% | -6% | 8% |
| COc1ccc(CC(=O)NN2C(=O)c3ccccc3C2=O)cc1 | 9% | 9% | -2% | 5%[10 µM] | 2% | 3% | -5% | -2% |
| CCC(=Nc1ccccc1O)C1=C(O)CC(c2ccccc2)CC1=O (stereo not given) | 25µM* | nt | ? | -13%[10 µM] | ? | -12% | nt | -17%[9.22 µM] |
| COc1ccc(C)cc1NC(=O)c1ccc(-c2ccc(C(C)=O)cc2)o1 | ? | ? | ? | -16%[10 µM] | -17% | -10% | -11% | -31% |
| COc1ccc(OC)c(NC(=O)Cn2c(C)nc3ccccc3c2=O)c1 | -10% | 1% | -19% | 2%[10 µM] | -4%[2.34 µM] | -1%[2.34 µM] | nt | 6%[9.22 µM] |
| CC(Oc1ccc(-c2ccccc2)cc1)C(=O)N1CCOCC1 (stereo not given) | 0% | 10% | 3% | 13% | 0% | 7% | 21% | -25% |
| CCn1cc(CNC(=O)c2c(-c3c(Cl)cccc3Cl)noc2C)c(C)n1 | -13% | 6% | 15% | 17%[10 µM] | 16% | 1% | -10% | -8% |
| C#CCOC(=O)c1ccccc1C(=O)O | -8% | 7% | 7% | 7%[1.9 µM] | 7% | -3% | 12% | -21% |
| Cc1ccc2c(c1)-c1ncc(C(=O)c3ccccc3O)cc1CO2 | nt | nt | -14% | nt | -20% | 0% | -16% | nt |
| Cc1onc(-c2ccccc2)c1C(=O)Nc1cc(C(F)(F)F)ccc1N1CCOCC1 | -5% | -4% | -18% | -71%[inhibitor][10 µM] | -28% | 7% | -12% | 2% |
| CC(C)CN(C)C(=O)CC1C(=O)NCCN1C (stereo not given) | -2% | 15% | -2% | 27%[10 µM] | -7% | -10% | nt | 27%[9.22 µM] |
| CN(C)CCN1C(=O)C(=O)/C(=C(/O)c2ccc(OCc3ccccc3)cc2)C1c1ccncc1 (stereo not given) | -1% | -2% | -10% | -9%[0.074 µM] | -7% | -3% | ? | -4% |
| CN(C)/N=C/c1ccc(N2CCOCC2)cc1 | ? | ? | ? | -11%[10 µM] | -5% | -4% | ? | 6% |
| CC(=O)NS(=O)(=O)c1ccc2sc(C)nc2c1 | -1% | ? | -5% | -16%[10 µM] | -1% | 4% | nt | 0%[9.22 µM] |
| CCOc1cc2[nH]c(=S)n(CCCN3CCCC3=O)c(=O)c2cc1OCC | -24% | ? | 8% | -2% | 8% | 0% | -25% | 0% |
| CCc1ccccc1OCC(=O)Nc1ccc(S(=O)(=O)Nc2nc(C)cc(C)n2)cc1 | nt | nt | -5% | nt | -8% | -2% | -13% | nt |
| COC(=O)C1=C(C)N=C2SC(C)C(=O)N2C1c1ccc(C(=O)OC)cc1 (stereo not given) | -3% | ? | -8% | -2% | -16% | -6% | -13% | 18% |
| O=C(O)CCN1C(=O)C2C3c4ccccc4C(c4ccccc43)C2C1=O (stereo not given) | 4% | nt | nt | -11%[10 µM] | 4% | 1% | nt | -27%[9.22 µM] |
| O=C(Nc1ccc(C(=O)O)cc1)/C(=C/c1cccc(Br)c1)NC(=O)c1ccco1 | 4% | 11% | 4% | nt | 6% | 0% | 7% | ? |
| CCCCc1nc2n[nH]c(N)c2c2c1CCC2 | 6% | 9% | 3% | -8% | -3% | 2% | 9% | -7% |
| O=C1N(Cc2cccc(Cl)c2)C[C@@H]2C[C@@H](c3ccccn3)N3CCC[C@@]123 | 0% | 4% | ? | 3%[10 µM] | -3% | -2% | nt | 7%[9.22 µM] |
| O=C(CCC1CCCCC1=O)c1ccccc1 (stereo not given) | 133%[activator] | -2% | -12% | -9% | -6% | 3% | -9% | 6% |
| COc1cccc(-c2cc(C(=O)NCc3ccccc3)no2)c1 | nt | nt | -8% | nt | -11% | -11% | 21% | nt |
| COC(=O)c1ccc(CSc2ccccc2C)o1 | -3% | 1% | ? | -1%[0.074 µM] | -19% | ? | 8.9µM* | -1% |
| CSCCC(NC(=O)c1ccco1)C(=O)O (stereo not given) | 3% | 17% | 5% | -3% | 8% | 7% | -6% | 8% |
| NNC(=O)CNC(c1ccccc1)c1cc(Br)ccc1NC(=O)c1cccc(Cl)c1 (stereo not given) | -2% | -6% | 6% | -18%[10 µM] | -3% | ? | -3% | -4% |
| CCC1(C)Cc2c(sc3nn[nH]c(=O)c23)CO1 (stereo not given) | -6% | ? | -9% | 24%[10 µM] | -8% | 2% | ? | -15% |
| COC(=O)C1=C(C)N(c2ccc(F)c(Cl)c2)C(=O)C1 | -5% | ? | -18% | 11% | -3% | 1% | 10% | ? |
| COCCN1C(=O)N[C@@H](c2cccc(C(F)(F)F)c2)[C@@H](C(=O)OC)[C@H]1C | 6%[11.4 µM] | 8%[13.5 µM] | -10%[11.5 µM] | -16%[10 µM] | -13%[11.6 µM] | 7%[11.6 µM] | 2%[9.22 µM] | nt |

Screening results from PubChem BioAssay.
